From PubChem BioAssay
KDM5B inh = inhibitors of human KDM5B histone demethylase. Q9UGL1. KDM5B demethylase, FDH-coupled NADH fluorescence (FDH is formaldehyde dehydrogenase). Potency, µM (top dose mostly 57.7 µM), inactives show at the highest dose activity change, negative = inhibition, usual class: inhibitors. 2.6% of 220,000 active. AID 1347165; active = well fitted inhibition curve with a large enough effect; inconclusive = small, poorly fitted or top-dose-only effect; inactive = no such curve, though single readings can be large or run the other way; also: 0% is about no effect; nearly all actives have a fitted effect of over 70% in size
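KDM5BΔAP (200 nM final) in 50 mM HEPES pH 7.5, 0.01% Tween-20 was preincubated 10 min at RT with compound over a concentration range. Substrate mix (H3K4me3 12.5 µM, α-KG 25 µM, Fe²⁺, ascorbate, NAD⁺, FDH) was added, and NADH fluorescence change over 30 min gave dose-response curves.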
Numbers without * were called inactive; [ ] = remark or other dose. Potency is read from the fitted curve at half-maximal effect. The list is partial, so the mix of outcomes need not match the whole.

`Cc1ccc(NC(=O)N2CCC(Oc3ncccc3C(=O)N3CCOCC3)C2)cc1F` (stereo unspecified) gave KDM5B inh -10%.
Screening CNC(=O)[C@@H]1CN(C(=O)Cc2c(F)cccc2Cl)C[C@H]1COC returned KDM5B inh -5%.
For COc1cc(/C=C/c2nc3ccccc3o2)ccc1OC(C)C the results were KDM5B inh inconclusive.
Screening CCCc1nc(C(=O)N2CCC3(CCCNC3)C2)cs1 (stereo unspecified) returned KDM5B inh inconclusive.
COc1cccc(S(=O)(=O)N2C[C@@H](F)C[C@H]2C(=O)N2CCCCC2)c1 was read as KDM5B inh -9%.
Screening COCCN(C)C[C@@H]1CN(C(=O)Cc2ccc3c(c2)OCO3)C[C@@H]1CO returned KDM5B inh 20%.
For COc1cc(OC)c(NC(=O)c2cc(CN3CCOCC3)on2)cc1Cl the results were KDM5B inh -3%.
CCn1nc(C(=O)Nc2cccc3ncccc23)c2ccccc2c1=O was read as KDM5B inh 4%.
CCN(CC)CCNC(=O)C(=O)Nc1ccc2cc[nH]c2c1 was read as KDM5B inh 5%.
Screening Cc1ccc(NC(=O)C(C)Sc2nc(C)c(C)n2CC(C)C)cc1 (stereo unspecified) returned KDM5B inh 10%.
COc1ccc(CNC(=O)Nc2nnc(C3CC3)s2)cn1 was read as KDM5B inh -15%.
Screening Nc1nc2c(s1)C(c1cccc(Cl)c1Cl)CC(=O)N2 (stereo unspecified) returned KDM5B inh inconclusive.
For COc1ccc(NC(=O)CC2C(=O)N(c3cccc(C)c3)C(=O)N2C2CCCCC2)cc1 (stereo unspecified) the results were KDM5B inh -11%.
For Cc1ccc2c(C(=O)N3CCCCCC3)cc(NC(=O)C3CCC3)cc2n1 the results were KDM5B inh 32µM*.
Screening Nc1c(-c2nc(-c3ccccc3Cl)no2)nnn1-c1ccccc1C(F)(F)F returned KDM5B inh 13%.
For CCNc1c(NC(=O)Nc2ccc(Br)cc2F)c(=O)oc2ccccc12 the results were KDM5B inh 8%.
For CCCSc1ncc(Cl)c(C(=O)Nc2ccc(CC)cc2)n1 the results were KDM5B inh -10%.
COc1ccc2nc(CO[C@H]3CN(Cc4cnn(C)c4)C[C@H]3F)[nH]c2c1 was read as KDM5B inh -2%[86.2 µM].
Screening COc1cccc(C(=O)Nc2ccc3nc4n(c(=O)c3c2)CCCC4)c1 returned KDM5B inh 3%.
Screening COC(=O)c1ccc(-c2csc(NC(=O)c3cc(=O)c4ccccc4o3)n2)cc1 returned KDM5B inh 3%.
Screening CCOCCN1C(=O)COC[C@@H]1[C@H](O)c1ccc(NC(=O)c2cnccn2)cc1 returned KDM5B inh 22%[86.2 µM].
`COc1ccc(C2=NOC3(CCN(C(=O)c4ccc5c(c4)OCO5)C3)C2)cc1` (stereo unspecified) gave KDM5B inh inconclusive.
Screening CCC(=O)N1CCc2cc(S(=O)(=O)CCC(=O)NCc3ccc(OC)cc3)ccc21 returned KDM5B inh -26%.
CN(C)c1nc(OCc2ccccc2)c2ncc(=O)[nH]c2n1 was read as KDM5B inh -7%.
`CCCOc1cc(C)c2c(c1C)C[C@H](C(C)C(=O)N1CCN(CC(=O)O)CC1)CC2` (stereo partly specified) gave KDM5B inh -18%[86.2 µM].
For CCOc1cc(C2C=C(C(=O)O)Nc3ncnn32)ccc1OC(C)C (stereo unspecified) the results were KDM5B inh 36%[activator].
CCC(C)NC(=O)Nc1ccc(-c2noc(-c3ccc(C)s3)n2)cc1 (stereo unspecified) was read as KDM5B inh 70%[activator].
For Cn1ccnc1CN[C@@H]1CO[C@H](CNC(=O)CC(C)(C)C)[C@H]1O the results were KDM5B inh 28%[86.2 µM].
Screening CC(/C=C/C=C/c1ccccc1)=N/NC(=O)c1ccc2c(c1)OCCO2 returned KDM5B inh -10%.
For FC(F)Oc1ccccc1CN1CCCC12CCN(c1ncccn1)CC2 the results were KDM5B inh inconclusive.
For Cn1cc(C(=O)OCC(=O)Nc2ccc(N3CCOCC3)cc2)c2ccccc21 the results were KDM5B inh 15%.
For COCCn1ncc(N2CCCC(CC(=O)NCc3cccc(F)c3)C2)cc1=O (stereo unspecified) the results were KDM5B inh 7%.
For CCOc1ccc(CNC(=O)C2Cc3cc(S(=O)(=O)N4CCCCCC4)ccc3N2C(C)=O)cc1 (stereo unspecified) the results were KDM5B inh 8%.
`Oc1ccc(C2(c3ccc(Br)cc3)CCCCC2)cc1` gave KDM5B inh -16%.
O=C(Nc1ccccc1)Nc1ccccc1C(=O)NCC1CC1 was read as KDM5B inh 3%.
Brc1cc(Cc2nnc(-c3ccccc3)o2)c(Br)s1 was read as KDM5B inh 7%.
`Cc1cc(S(=O)(=O)N2CCN(Cc3noc(CCC(=O)N4CCCCC4)n3)CC2)ccc1F` gave KDM5B inh 25%.
For COc1ccc(CNC(=O)c2ccc3c(c2)NC(=O)C(C)S3)cc1 (stereo unspecified) the results were KDM5B inh -37%.
`CCN(CC)S(=O)(=O)c1ccc2c(c1)N(CC(=O)Nc1c(C)cccc1C)C(=O)C1CCCN21` (stereo unspecified) gave KDM5B inh inconclusive.
For Cc1ccc(Sc2ccc(NC(=O)c3cccc(C)c3C)cc2)c(C)c1 the results were KDM5B inh -5%.
For O=C(c1ccc(=O)[nH]c1)N1C[C@@H](CO)[C@H](c2ccccn2)C1 the results were KDM5B inh -10%.
For COc1cccc(C2=NN(C(C)=O)C(c3ccc4nccnc4c3)C2)c1 (stereo unspecified) the results were KDM5B inh 9%.
For COc1cccc(C(=O)N2CCc3c([nH]c4ccccc34)C2c2ccc(SC)cc2)c1 (stereo unspecified) the results were KDM5B inh inconclusive.
Screening N#Cc1c(Nc2ccccc2Cl)s[nH]c1=O returned KDM5B inh inconclusive.
For Cc1cccc(C(c2sc3nc(-c4ccco4)nn3c2O)N2CCN(c3ccccc3)CC2)c1 (stereo unspecified) the results were KDM5B inh -15%.
Screening Cc1ccc(NCc2ccccc2CO)c(C)c1 returned KDM5B inh -15%.
COc1ccc(-c2nc3c(c(=O)[nH]2)CCN(C(=O)NCC2CCCO2)C3)cc1 (stereo unspecified) was read as KDM5B inh inconclusive.
Screening N=c1ccn(Cc2cccc(F)c2)cc1 returned KDM5B inh 18%.
Screening CCNC(=O)C1C(c2cccc(NC(=O)c3ccc(C)cc3)c2)OC(=O)N1Cc1ccc(F)cc1 (stereo unspecified) returned KDM5B inh 3%.
Screening COc1cc(OC)cc(C(=O)NCC2CCCN(C/C=C/c3ccccc3OC)C2)c1 (stereo unspecified) returned KDM5B inh -10%.
Cc1cccc(C(C)C)c1NC(=O)CCl was read as KDM5B inh 33%[activator].
`CC(C)OC(=O)c1c(-c2ccccc2)c(-c2ccccc2)nn(C)c1=O` gave KDM5B inh -4%.
For COC(=O)c1ccccc1NC(=O)Cn1nnc2sc(-c3ccccc3)cc2c1=O the results were KDM5B inh -14%.
For COc1ccc(CNC(=O)c2ccc(NS(=O)(=O)c3ccc4[nH]c(=O)[nH]c4c3)cc2)cc1OC the results were KDM5B inh 36%.
For C=CCNC(=O)N[C@H]1CCN(C(=O)C=C(C)C)[C@@H]1C(=O)N[C@H](Cc1ccccc1)C(N)=O the results were KDM5B inh 27%.
For CCCCN1C(=O)c2ccccc2C(C(=O)Nc2nc(C)cs2)C12CCCC2 (stereo unspecified) the results were KDM5B inh 12%.
Screening CC(C)c1ccc(C(=O)NCc2ccco2)cc1 returned KDM5B inh 9%.
`COc1ccc(NC(=O)C(C)Sc2cc(-c3ccccc3)nc(C)n2)cc1Cl` (stereo unspecified) gave KDM5B inh -5%.
Screening CC(=O)Nc1ccc(NC(=O)CNC(=O)c2ccc3nc(-n4cccc4)sc3c2)cc1 returned KDM5B inh 10%.
Screening COc1ccc2[nH]c(C(=O)NCCC(=O)Nc3ccc4c(c3)OCCO4)cc2c1OC returned KDM5B inh 4%.
Screening CCN(CCO)C(=O)[C@H]1C[C@@](CC)(C(=O)O)N(C)[C@H]1c1ccc(OC)cc1 returned KDM5B inh 2%.
CCc1ocnc1C(=O)N1CCC2(CCC(=O)N(CCc3cnc[nH]3)C2)CC1 was read as KDM5B inh 10%.
CN1CCN(C(C)(C)CNC(=S)Nc2ccc(Cl)cc2Cl)CC1 was read as KDM5B inh 18%.
`Cc1noc(C)c1-c1ccc2c(n1)CN(Cc1ccc(F)cc1)C(=O)CO2` gave KDM5B inh 10%[86.2 µM].
For O=C(NC1CCN(Cc2ccccc2)CC1)c1cc2n(n1)CC(c1ccc(Cl)cc1)OC2 (stereo unspecified) the results were KDM5B inh -11%.
Screening CCC(=O)N1CCc2cc(Br)cc(S(=O)(=O)CCC(=O)N3CCN(c4ccccc4OC)CC3)c21 returned KDM5B inh -16%.
`Cc1noc(C)c1C(=O)N1Cc2ccccc2CC2(CCN(C)C2)C1` (stereo unspecified) gave KDM5B inh 5%[149 µM].
`CCCC1(C)NC(=O)N(Cc2coc(-c3cccs3)n2)C1=O` (stereo unspecified) gave KDM5B inh 6%.
For Cc1ccc2c(C(=O)N(C)C)cnn2c1 the results were KDM5B inh 32µM*.
For N#C/C(=C/c1cccc(OCc2ccc(Cl)cc2)c1)c1nc2ccccc2s1 the results were KDM5B inh -10%.
Screening c1cc(-c2noc(CSc3nnnn3C3CCCCC3)n2)cs1 returned KDM5B inh -11%.
For O=C(NC(=O)c1ccccc1)Nc1ccc(-c2cnco2)cc1 the results were KDM5B inh 21%.
CC(C)(C)C(=O)Nc1ccc2nc(SCC(=O)N3CCOCC3)sc2c1 was read as KDM5B inh -27%.
Screening CN(C)S(=O)(=O)N1CCN(C(=O)C2CC(=O)N(c3n[nH]c4ccccc34)C2)CC1 (stereo unspecified) returned KDM5B inh -18%.
CCn1c(=O)c2cc(C(=O)NCCCN3CCC(C)CC3)sc2c2ccccc21 was read as KDM5B inh inconclusive.
Screening N#Cc1cccc(OCc2nc3c(n2Cc2ccccc2)C(=O)N(Cc2ccccc2F)CCN3)c1 returned KDM5B inh -22%.
`Clc1cccc(N2CCN(c3c4c(nc5nncn35)CCC4)CC2)c1` gave KDM5B inh inconclusive.
For Cn1nc(C(=O)N2CCN(c3ccccc3Cl)CC2)c2ccccc2c1=O the results were KDM5B inh 14%.
COc1ccccc1CC(=O)N1CCC(c2n[nH]c(=O)n2Cc2ccc(F)cc2)CC1 was read as KDM5B inh 15%.
Screening CC1CCC(C(C)C)C(OC(=O)COC(=O)/C=C/c2ccc3c(c2)OCO3)C1 (stereo unspecified) returned KDM5B inh inconclusive.
`C=C(C)C1CC=C(C)/C(=N/NC(=S)Nc2ccc(C)cc2)C1` (stereo unspecified) gave KDM5B inh -23%.
`CCC(=O)N1CCc2cc(Br)cc(S(=O)(=O)CCC(=O)Nc3cccc(CC)c3)c21` gave KDM5B inh 5%.
`COC(=O)c1ccc(S(=O)(=O)NCc2ccc(S(N)(=O)=O)cc2)o1` gave KDM5B inh 10%.
Screening CCCCn1nnc(NC(=O)c2ccc([N+](=O)[O-])cc2Cl)n1 returned KDM5B inh 2%.

In the list so far, these have a tert-butyl group.
For Cn1ccnc1CN[C@@H]1CO[C@H](CNC(=O)CC(C)(C)C)[C@H]1O the results were KDM5B inh 28%[86.2 µM].
CC(C)(C)C(=O)Nc1ccc2nc(SCC(=O)N3CCOCC3)sc2c1 was read as KDM5B inh -27%.

The listing continues:
COc1ccc2cc1Nc1ccc(cc1)C[C@H](NCc1ccc3c(c1)CCO3)C(=O)N(C)[C@H](C(=O)NCCC(C)C)C2 was read as KDM5B inh -24%.
For c1cc2c(cc1CN1CCOCC1)CNCCO2 the results were KDM5B inh -24%.
Screening CC(=O)N1CC[C@H](c2nc3ccc(C(F)(F)F)cc3[nH]2)C1 returned KDM5B inh -22%[86.2 µM].
Screening Cc1ccc(S(C)(=O)=O)cc1C(=O)NC1CCC(C)CC1 (stereo unspecified) returned KDM5B inh -6%.
Screening Cc1noc(C)c1CCC(=O)N1CCc2nn(CC#N)c(=O)n2CC1 returned KDM5B inh 19%.
For COc1ccccc1-c1c(C(F)(F)F)oc2c(CN3CCCCC3C)c(O)ccc2c1=O (stereo unspecified) the results were KDM5B inh inconclusive.
For O=C(C1CC=CCC1)N1CCC(Oc2ccccc2F)(C(=O)O)CC1 (stereo unspecified) the results were KDM5B inh 23%.
For CCCN(Cc1nc2cc(Cl)ccc2c(=O)[nH]1)C(=O)c1ccc(S(=O)(=O)N2CCCC2)cc1 the results were KDM5B inh -9%.
`CCOc1ccc(C2C(C(=O)c3ccc(C)o3)=C(O)C(=O)N2Cc2cccnc2)cc1OC` (stereo unspecified) gave KDM5B inh -29%.

Ordered by heavy-atom count (ascending): some entries from above.
For c1cc2c(cc1CN1CCOCC1)CNCCO2 the results were KDM5B inh -24%.
Screening Cc1ccc(S(C)(=O)=O)cc1C(=O)NC1CCC(C)CC1 (stereo unspecified) returned KDM5B inh -6%.
`C=C(C)C1CC=C(C)/C(=N/NC(=S)Nc2ccc(C)cc2)C1` (stereo unspecified) gave KDM5B inh -23%.
`COC(=O)c1ccc(S(=O)(=O)NCc2ccc(S(N)(=O)=O)cc2)o1` gave KDM5B inh 10%.
For O=C(C1CC=CCC1)N1CCC(Oc2ccccc2F)(C(=O)O)CC1 (stereo unspecified) the results were KDM5B inh 23%.
Screening CC1CCC(C(C)C)C(OC(=O)COC(=O)/C=C/c2ccc3c(c2)OCO3)C1 (stereo unspecified) returned KDM5B inh inconclusive.
`CCC(=O)N1CCc2cc(Br)cc(S(=O)(=O)CCC(=O)Nc3cccc(CC)c3)c21` gave KDM5B inh 5%.
For COc1ccccc1-c1c(C(F)(F)F)oc2c(CN3CCCCC3C)c(O)ccc2c1=O (stereo unspecified) the results were KDM5B inh inconclusive.
For CCCN(Cc1nc2cc(Cl)ccc2c(=O)[nH]1)C(=O)c1ccc(S(=O)(=O)N2CCCC2)cc1 the results were KDM5B inh -9%.
COc1ccc2cc1Nc1ccc(cc1)C[C@H](NCc1ccc3c(c1)CCO3)C(=O)N(C)[C@H](C(=O)NCCC(C)C)C2 was read as KDM5B inh -24%.
